pPAFAH inh – inhibitors of human plasma PAF acetylhydrolase (pPAFAH); recombinant pPAFAH, FP-rhodamine probe fluorescence polarization; inhibition, % at 3.39 µM; AID 463082; 1.5% of 330,000 active;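 active = inhibition above the mean inhibition across the screen plus 3 SD, cut at about 25% in these data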;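 also: inhibitors block binding of the rhodamine activity-based probe so polarization drops; 0% = enzyme with DMSO and 100% = wells lacking pPAFAH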
Target sequence (Q13093 whole entry, looked up): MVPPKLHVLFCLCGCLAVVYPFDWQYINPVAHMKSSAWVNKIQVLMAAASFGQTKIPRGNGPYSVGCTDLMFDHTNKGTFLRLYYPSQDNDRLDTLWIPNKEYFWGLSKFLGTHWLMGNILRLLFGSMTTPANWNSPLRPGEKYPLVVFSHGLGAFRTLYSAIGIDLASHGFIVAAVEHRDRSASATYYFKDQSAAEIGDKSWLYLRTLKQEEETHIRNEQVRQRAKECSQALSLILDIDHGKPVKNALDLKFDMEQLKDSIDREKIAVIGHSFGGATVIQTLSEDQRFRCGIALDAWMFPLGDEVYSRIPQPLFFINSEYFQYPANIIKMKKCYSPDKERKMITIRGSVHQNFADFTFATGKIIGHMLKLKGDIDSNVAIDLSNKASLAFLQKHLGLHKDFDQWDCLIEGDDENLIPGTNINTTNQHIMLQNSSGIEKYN
PAD4 FP inh – inhibitors of human PAD4 | Q9UM07 | recombinant PAD4, RCA probe fluorescence polarization | 0.41% of 330,000 active | inhibition, % at 6.36 µM;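 active = percent inhibition above a cutoff equal to the mean of all tested compounds plus 3 SD, cut at about 15% in these data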;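 also: 0% = PAD4 with RCA probe and DMSO and 100% = probe without PAD4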
PME-1 primary – blocks human protein phosphatase methylesterase 1; recombinant PME-1, FP-Rh probe fluorescence polarization; 0.53% of 320,000 active; inhibition, % at 5.9 µM; AID 2130; Q9Y570;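 active = inhibition above the campaign mean of all compounds plus 3 SD, cut at about 26% in these data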;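 also: competitive labeling of PME-1 active site by serine hydrolase directed probe; 0% = PME-1 with DMSO and 100% = wells lacking PME-1 enzyme; inhibitors block probe labeling so polarization falls and inhibition rises; many of its hits are not listed in these tables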
Target sequence (Q9Y570 whole entry, looked up): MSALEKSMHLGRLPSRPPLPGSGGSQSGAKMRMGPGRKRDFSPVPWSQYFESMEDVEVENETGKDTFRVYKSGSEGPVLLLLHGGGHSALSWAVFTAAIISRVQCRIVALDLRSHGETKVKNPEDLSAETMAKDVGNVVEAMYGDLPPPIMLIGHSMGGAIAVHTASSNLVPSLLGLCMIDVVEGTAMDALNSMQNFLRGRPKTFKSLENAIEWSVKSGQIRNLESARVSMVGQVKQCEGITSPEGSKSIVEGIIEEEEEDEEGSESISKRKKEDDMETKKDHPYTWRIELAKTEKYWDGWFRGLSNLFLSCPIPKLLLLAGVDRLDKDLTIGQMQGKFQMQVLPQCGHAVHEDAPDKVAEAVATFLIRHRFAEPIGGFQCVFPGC
LYPLA1 counter – counter-screen for PME1 inhibitors: inhibitors of human LYPLA1 | O75608 | recombinant LYPLA1, FP-Rh probe fluorescence polarization | inhibition, % at 5.9 µM | 0.16% of 320,000 active | AID 2174;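 active = inhibition above the mean of all tested compounds plus 3 SD, set per campaign, cut at about 14% in these data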;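 also: inhibitors block serine hydrolase probe labeling of LYPLA1 so polarization falls; 0% = enzyme with DMSO and 100% = wells lacking LYPLA1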
PAFAH1B3 inh – inhibitors of human PAFAH1B3; Q15102; 0.28% of 340,000 active; recombinant PAFAH1B3, FP-rhodamine probe, fluorescence polarization; inhibition, % at 3.39 µM;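 active = inhibition above the screen-wide average of all tested compounds plus 3 SD, cut at about 25% in these data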;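 also: 0% = enzyme with DMSO only and 100% = wells lacking PAFAH1B3 protein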
PAFAH1B2 FP inh – PAFAH1B2 (human) inhibition | P68402 | recombinant PAFAH1B2, FP-rhodamine activity probe, fluorescence polarization | inhibition, % at 3.39 µM | 1.2% of 340,000 active | AID 492953;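 active = inhibition above the mean of all tested compounds plus 3 SD, cut at about 24% in these data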;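 also: 0% = enzyme with DMSO and 100% = wells lacking PAFAH1B2; many of its hits are not listed in these tables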
PREPL inh – inhibits the human prolyl oligopeptidase-like enzyme; recombinant PREPL, fluorescence polarization activity-based probe; inhibition, % at 5.96 µM; 0.68% of 320,000 active; AID 2751; in the data active = inhibition above about 43%;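 also: 0% = enzyme with DMSO and 100% = wells lacking enzyme; many of its hits are not listed in these tables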
LYPLA2 counter – LYPLA2 (human) inhibition in PME1 counter-screen; recombinant LYPLA2, FP-Rh probe fluorescence polarization; inhibition, % at 5.9 µM; 0.38% of 320,000 active; AID 2177;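 active = inhibition above the screen-wide mean plus 3 SD, limit set per campaign, cut at about 26% in these data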;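 also: 0% = LYPLA2 with DMSO and 100% = wells lacking LYPLA2 enzyme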
GSTO1 inh – GSTO1 inhibition, counter-screen for RBBP9 inhibitors; recombinant GSTO1, activity-based probe fluorescence polarization; 1.1% of 300,000 active; inhibition, % at 5.96 µM; AID 1974;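 active = inhibition above the campaign mean inhibition plus 3 SD, cut at about 35% in these data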;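 also: 0% = GSTO1-1 with DMSO and 100% = wells lacking GSTO1-1 enzyme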
Target sequence (P78417 whole entry, looked up): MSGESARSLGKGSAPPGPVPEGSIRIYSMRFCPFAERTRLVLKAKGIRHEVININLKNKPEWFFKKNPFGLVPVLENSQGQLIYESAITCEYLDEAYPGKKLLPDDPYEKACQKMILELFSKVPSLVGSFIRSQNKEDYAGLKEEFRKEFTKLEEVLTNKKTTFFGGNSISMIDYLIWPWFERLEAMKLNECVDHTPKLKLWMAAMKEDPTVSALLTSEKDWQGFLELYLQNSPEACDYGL
Active calls of the source: *; x = not tested or not shown. Only part of the results is shown, so the mix of outcomes need not match the whole.

SMILES	pPAFAH inh	PAD4 FP inh	PME-1 primary	LYPLA1 counter	PAFAH1B3 inh	PAFAH1B2 FP inh	PREPL inh	LYPLA2 counter	GSTO1 inh
O=S1(=O)CC(N2CCCCC2)C(N2CCCCC2)C1 (centres undefined)	-1	1	3	3	5	5	12	7	8
O=C(N/N=C/c1ccncc1)/C(=C/c1ccccc1)NC(=O)c1ccccc1	1	-3	-2	-2	5	-1	2	-1	2
COc1cccc(CN(C)C(=O)c2[nH]c(C)c(C(C)=O)c2C)c1OC	2	-2	0	-1	-2	2	8	-6	-2
CC(=O)Nc1ccc(C)c([N+](=O)[O-])c1	3	-4	2	4	-1	3	-3	-5	2
NS(=O)(=O)c1ccc(CCNC(=O)CSc2nc3ccsc3c(=O)n2CC2CCC(C(=O)O)CC2)cc1 (centres undefined)	-1	-2	-4	4	7	7	24	4	1
O=C(CCn1cnc2ccccc21)N=Nc1c(O)[nH]c2ccccc12	7	-2	15	1	9	0	5	4	-3
COc1ccc(C2c3[nH]c4ccccc4c3C[C@H]3C(=O)N(CC(C)C)CC(=O)N23)c(OC)c1 (some centres undefined)	-3	3	-2	0	2	2	7	0	-1
CC(C)Cc1nnc(NC(=O)c2cc(-c3ccccc3)nc3ccccc23)s1	1	1	0	0	0	-2	0	5	-10
COc1ccc(OC)c(CCNC(=O)c2ccc3c(c2)N(Cc2ccc(F)cc2)CCS3)c1	24	-1	16	-2	13	0	-1	2	-5
Cc1csc(=N)n1-c1ccc(Cl)cc1	6	-3	9	1	7	3	22	7	7
Fc1ccc(N2CCN(Cc3cnc(N4CCOCC4)s3)CC2)cc1	-5	-1	-3	0	5	4	2	-2	7
COc1ccc(CNS(=O)(=O)c2ccc3c(c2)CC(C)N3C(=O)C2CC2)cc1 (centres undefined)	-2	5	7	-4	2	0	2	-12	2
O=C(NCc1nc2ccccc2[nH]1)c1cc2ccccc2oc1=O	-2	-2	-10	3	3	-1	-7	4	-7
Cc1nc(-c2noc(-c3ccc(Cl)cc3)n2)c(C(F)(F)F)o1	-3	-5	1	0	1	3	9	2	2
CCN(CC)c1ccc(-n2c(O)c(C=C3N=c4ccccc4=N3)sc2=S)cc1	3	-3	-15	-1	9	2	-1	1	2
Cn1c(=O)c2cc(S(=O)(=O)NC(Cc3ccccc3)C(=O)NCc3ccco3)ccc2n(C)c1=O (centres undefined)	-1	-3	3	-1	5	0	3	-5	4
Cc1ccc(CNC(=O)c2ccc(N3CCC4(CC3)CC(c3cccc(Br)c3)=NO4)c(NC(=O)c3c(Cl)cccc3Cl)c2)cc1	-7	1	-16	-10	-10	-14	-8	-22	-16
Cc1ccc(S(=O)(=O)N2CCCCC2C)cc1[N+](=O)[O-] (centres undefined)	2	0	5	1	7	15	3	-2	0
CC(=O)NC(Cc1cccc(F)c1)C(=O)NC1CCN(C(=O)Nc2ccc(C)cc2)CC1 (centres undefined)	-1	-2	-2	-1	4	4	10	-4	-2
COc1cccc(C2CC(c3ccccc3Cl)n3nnnc3N2)c1 (centres undefined)	4	-5	-7	-2	5	0	-72	-1	2

Two entries from above, with values under each structure.
Below each SMILES: pPAFAH inh | PAD4 FP inh | PME-1 primary | LYPLA1 counter | PAFAH1B3 inh | PAFAH1B2 FP inh | PREPL inh | LYPLA2 counter | GSTO1 inh
CC(=O)Nc1ccc(C)c([N+](=O)[O-])c1
→ 3 | -4 | 2 | 4 | -1 | 3 | -3 | -5 | 2
NS(=O)(=O)c1ccc(CCNC(=O)CSc2nc3ccsc3c(=O)n2CC2CCC(C(=O)O)CC2)cc1 (centres undefined)
→ -1 | -2 | -4 | 4 | 7 | 7 | 24 | 4 | 1

New compounds follow:
SMILES	pPAFAH inh	PAD4 FP inh	PME-1 primary	LYPLA1 counter	PAFAH1B3 inh	PAFAH1B2 FP inh	PREPL inh	LYPLA2 counter	GSTO1 inh
Cc1ccc(/C=N/NC(=O)c2ccco2)s1	-3	-2	-9	-4	7	2	9	3	-6
O=C(CC1SC(N2CCCC2)=NC1=O)Nc1ccc(C(=O)NCCc2ccc(F)cc2)cc1 (centres undefined)	1	4	-6	-4	6	0	1	34*	-7
CCC(=O)Nc1ccc(C(=O)CSc2nnc(-c3ccc(NS(=O)(=O)CC)cc3)o2)cc1OC	2	1	-9	-3	2	0	-5	-1	-1
Cc1ccc2oc3c(c(=O)c2c1)C(c1cccc(O)c1)N(c1ccccn1)C3=O (centres undefined)	4	2	-13	-6	4	-2	-3	-10	-7
Cc1ccc(SC(C)C(=O)Nc2ccc(S(=O)(=O)N3CCOCC3)cc2)cc1 (centres undefined)	5	1	2	1	0	6	-6	0	-3
COc1ccc(Cc2nc3ccccc3[nH]2)cc1OC	-2	3	-9	-2	5	1	-3	3	5
O=C(CNC1CCN(Cc2ccccc2)CC1)Nc1ccc(S(=O)(=O)N2CCCCC2)cc1	2	-2	5	-1	4	7	5	1	1
S=C(Nc1ccc(Cl)c(Cl)c1)N1CCN(c2ccccn2)CC1	-3	0	-3	-1	-2	3	-8	3	5
O=C(O)c1ccc(N/N=C/c2ccc(-c3ccc(Br)cc3)o2)cc1	27*	-2	33*	3	8	10	35	7	18
CC(C)CC1Nc2ccc(C(=O)NCCCN3CCOCC3)cc2NC1=O (centres undefined)	1	-2	7	-1	-7	7	-6	1	3
Cc1cc(C(=O)OCC(=O)Nc2c(Cl)cccc2Cl)c(C)o1	2	0	x	x	7	0	16	x	x
CCS(=O)(=O)N1Cc2ccccc2CC1C(=O)NCC12CC3CC(CC(C3)C1)C2 (centres undefined)	5	-5	0	4	-1	15	28	3	9
N=c1c(S(=O)(=O)c2ccccc2)cc2c(=O)n3ccccc3nc2n1CC1CCCO1 (centres undefined)	0	-2	0	0	4	-1	-6	-1	-3
COc1ccc(CCn2c(C)cc(C(=O)CSc3nnnn3C)c2C)cc1	0	5	-4	-1	1	4	3	0	15
O=C(Nc1ccc(F)cc1)c1ccc2nsnc2c1	-1	-1	-3	0	2	4	-2	-5	-3
COc1cc(C2c3c(oc4ccccc4c3=O)C(=O)N2c2nccs2)ccc1O (centres undefined)	6	-5	4	0	4	0	10	0	4
CCCNC(=O)C(Cc1ccc(I)cc1)NC(=O)c1ccc(C#N)cc1 (centres undefined)	2	0	1	1	-1	6	6	0	x
COc1cc(NS(=O)(=O)c2cc3[nH]c(=O)c(=O)[nH]c3cc2C)cc(OC)c1OC	-7	-6	-5	2	9	9	6	-3	20
CCOc1ccc(/C=C2\SC(=S)N(CCCC(=O)NCCCN3CCOCC3)C2=O)cc1	12	-14	5	3	0	-1	36	-1	16
O=C(CCC(=O)n1ncc2ccccc21)NCc1ccc(F)cc1	6	2	-2	1	-1	5	-9	3	-4
CCOc1ccccc1C1C(C#N)=C(N)Oc2n[nH]c(CC)c21 (centres undefined)	8	2	2	1	4	2	4	0	2
CCOC(=O)c1c(C)c(C(=O)NCc2ccc3c(c2)OCO3)c(C)n1C	3	-3	0	0	1	3	-4	2	-1
C[C@@H](OC(=O)c1[nH]cnc1C(=O)N1CCN(C(=O)OC(C)(C)C)CC1)c1ccccc1	3	3	x	x	4	10	8	x	x
COc1ccc(C2C(C(=O)c3ccco3)=C(O)C(=O)N2c2nnc(C)s2)cc1 (centres undefined)	-4	-2	2	1	5	-2	-8	-2	-5
Cc1cc(Nc2cccc(F)c2)nc(-c2ccccc2O)n1	3	-2	-14	-27	8	3	20	-46	-10
O=C(NCC(c1ccco1)N1CCOCC1)c1ccc(F)c(F)c1 (centres undefined)	2	-2	0	3	7	-1	-3	11	6
O=C(CNC(c1ccccc1)c1ccccc1)Nc1ccccc1Br	32*	-3	-8	-5	-3	4	-3	-9	4
Cc1ccc(S(=O)(=O)N(C)c2ccc(C(=O)N3CCOCC3)cc2)cc1	1	-8	0	2	-3	-4	10	2	-3
Cn1c(CCNC(=O)c2ccco2)nc2cc(NC(=O)NC3CCCCC3)ccc21	2	2	-5	1	-6	2	14	2	2
Clc1ccc(C2[C@H]3CN(Cc4ccc(-c5ccccc5)cc4)[C@H](c4ccccc4)C34CC2(c2ccccc2)C4)cn1 (some centres undefined)	1	0	-2	3	x	x	-9	-1	-2
COC(=O)c1cc(Br)c(=O)n(Cc2ccc(OC)c(OC)c2)c1	0	0	-1	-3	2	1	4	-6	2
Cn1ncc(Br)c1C(=O)N1CCCCCC1	5	2	2	-2	3	4	3	1	4
Cc1cccc(-n2c(CNC(=O)COc3ccccc3)nnc2SCC(=O)Nc2nccs2)c1	-1	2	2	-1	-1	-2	-6	-3	1
Cc1cc(NS(=O)(=O)c2ccc(NC(=O)COc3ccc(Cl)cc3Cl)cc2)no1	3	-3	-2	-6	2	-10	-16	11	-9
COCC1CCN(Cc2cn[nH]c2-c2cc3ccccc3o2)C1 (centres undefined)	-2	-9	-2	-1	6	0	13	-6	-4
CC(NC(=O)c1ccccc1F)c1nnc(SCC(=O)Nc2nccs2)n1C (centres undefined)	2	-6	-1	0	-2	5	2	2	1
CCc1ccc2[nH]c(=O)c(CN(CCN(CC)CC)C(=S)NCc3ccco3)cc2c1	3	-2	-5	3	1	3	-15	5	-1
CC(=O)c1ccc(NC(=O)CSc2nc(=O)cc(N)n2-c2ccccc2)cc1	7	0	0	3	1	2	2	-5	2
COc1cc(/C=N/NC(=O)CSCc2ccc([N+](=O)[O-])cc2)cc(OC)c1OC	3	-14	4	1	1	7	0	2	-4
Cc1ccccc1NC(=S)NC(NC(=O)C(C)(C)C)C(Cl)(Cl)Cl (centres undefined)	3	-2	-2	-4	5	-3	2	3	-1
Cc1ccc(C(=O)N/C(=C\c2cccs2)C(=O)NCCCn2ccnc2)cc1	2	-6	-10	0	6	-3	-4	-2	2
C=CC[C@@H](CC(=O)N[C@H](CO)Cc1ccccc1)C(=O)N[C@H](COC(=O)[C@@H](CC=C)Cc1ccc(F)cc1)Cc1c[nH]c2ccccc12	7	1	x	x	2	2	18	x	x
COCc1nnc(NS(=O)(=O)c2ccc(F)cc2)s1	2	2	-5	1	0	-1	9	1	12
COc1cc(/C=N/NC(=O)C(C)Nc2n[nH]c(=O)[nH]c2=O)ccc1O (centres undefined)	-1	-4	-1	-3	4	-6	-3	-4	3
Cc1ccc(C(=O)N/C(=C/c2cccs2)C(=O)N2CCCCCC2)cc1	-8	-2	-6	-5	-1	4	6	-4	2
COC(=O)c1ccc2c(c1)S(=O)(=O)NC(=NCCCN1CCOCC1)S2	2	0	-3	1	0	0	6	6	-8
CCCC1(c2ccccc2)NC(=O)N(CC(=O)Nc2cc(S(=O)(=O)N3CCOCC3)ccc2Cl)C1=O (centres undefined)	4	1	6	-4	7	3	-13	4	-3
O=C(COC(=O)c1cc[n+]([O-])cc1)Nc1ccccc1Sc1ccccc1	9	-2	-3	-1	-5	5	-7	2	10
CCN(CC)C(=O)N1CCC(NC(=O)Cc2ccccc2)CC1	-2	0	0	0	-1	7	0	0	2
Cc1cc(C(=O)CN2C(=O)C(=O)N(C3CCCC3)C2=O)c(C)n1-c1ccc(F)cc1	2	-4	-10	0	-4	11	2	-3	-1
CCCN(CC(=O)Nc1ccccc1C)C(=O)c1ccc(Cl)c(S(=O)(=O)N2CCCC2)c1	6	-3	2	-1	0	-1	-2	-2	-4
CCOC(=O)C1=C(c2ccccc2)NC(=O)NC1c1cc(OC)c(OC)cc1OC (centres undefined)	7	-3	-4	1	4	3	1	3	0
CN(C)c1[nH]c(=O)c(C#N)c2c1CCN2Cc1ccccc1	4	-4	-8	0	7	2	-8	0	-1
Cc1cc(=O)[nH]c(SCC(=O)c2ccc(F)c(C)c2)n1	7	-1	2	-3	8	-3	0	1	-4
COc1cc(/C=C2\C(=N)N3N=C(N4CCOCC4)SC3=NC2=O)ccc1OC(=O)c1ccccc1	15	0	4	-5	1	12	40	2	6
